Screens as filed in PubChem.
SENP6 inh – SENP6 protease inhibitors, primary screen, biochemical, luminescence, uHTS; Sentrin-specific protease 6 (Homo sapiens), Q9GZR1; Recombinant SENP6 catalytic domain, aminoluciferin luminescence; inhibition, % at 10 µM; actives 1.8% (n = 330,000);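 active = inhibition above about 50% at the single tested dose, limit read from the data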;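 also: plate controls were DMSO wells with enzyme for no effect and DMSO wells lacking enzyme for full effect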
Target sequence (Q9GZR1 628-1112 limits assumed): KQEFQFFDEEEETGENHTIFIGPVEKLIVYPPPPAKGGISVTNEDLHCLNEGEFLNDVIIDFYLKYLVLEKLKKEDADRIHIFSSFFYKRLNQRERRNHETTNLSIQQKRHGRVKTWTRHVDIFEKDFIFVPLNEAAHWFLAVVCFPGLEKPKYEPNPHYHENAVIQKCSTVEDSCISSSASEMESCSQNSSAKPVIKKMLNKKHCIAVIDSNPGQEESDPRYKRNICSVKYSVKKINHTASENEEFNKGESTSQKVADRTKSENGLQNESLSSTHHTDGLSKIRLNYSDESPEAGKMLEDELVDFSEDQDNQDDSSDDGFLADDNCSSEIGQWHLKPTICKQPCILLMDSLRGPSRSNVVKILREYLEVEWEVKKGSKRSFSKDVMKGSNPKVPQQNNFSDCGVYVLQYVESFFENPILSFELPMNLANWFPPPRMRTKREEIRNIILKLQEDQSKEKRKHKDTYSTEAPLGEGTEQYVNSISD
Apaf-1 inh – inhibitors of human Apaf-1 apoptosome, primary screen, biochemical, DEVD-Rh110 fluorescence, uHTS; Apoptotic protease-activating factor 1 (Homo sapiens), O14727; reconstituted apoptosome caspase-3 activity; inhibition, % at 20 µM; actives 0.71% (n = 330,000); AID 489030, 2010; active = inhibition of at least 40% at 20 µM;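 also: plate controls were DMSO wells for no effect and DEVD-CHO caspase inhibitor wells for full effect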
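Material: biochemical Apaf-1 apoptosome reconstitution. Medium: Hepes buffer, pH 7.5. Also added: cytochrome c activation, bis-DEVD rhodamine 110 substrate. Timing: 30 min compound preincubation, 50 min activation, room temperature. Measured by: rhodamine 110 fluorescence at Ex 480/Em 540 nm.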
PfGluPho inh – PfG6PD enzyme inhibitors, primary screen, biochemical, fluorescence intensity, uHTS | glucose-6-phosphate dehydrogenase-6-phosphogluconolactonase (Plasmodium falciparum 3D7) | PfGluPho enzyme, NADPH resazurin-diaphorase fluorescence | inhibition, % at 20 µM | actives 0.78% (n = 350,000);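 active = inhibition reaching at least a set limit at 20 µM in the primary screen, cut at about 59% in these data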;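 also: 0% = DMSO wells with substrate and 100% = DMSO wells lacking glucose-6-phosphate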
SENP8 block-1 – human SENP8 protease inhibitors, primary screen, biochemical, fluorescence, Nedd8 protein substrate, uHTS | AID 602440, 2012 | recombinant SENP8 | inhibition, % at 20 µM | Sentrin-specific protease 8 (Homo sapiens), Q96LD8 | actives 0.64% (n = 360,000); in the data active = inhibition mostly above about 40%, no sharp cut-off; inactive = mostly below about 27%
Target sequence (Q96LD8 whole entry, looked up): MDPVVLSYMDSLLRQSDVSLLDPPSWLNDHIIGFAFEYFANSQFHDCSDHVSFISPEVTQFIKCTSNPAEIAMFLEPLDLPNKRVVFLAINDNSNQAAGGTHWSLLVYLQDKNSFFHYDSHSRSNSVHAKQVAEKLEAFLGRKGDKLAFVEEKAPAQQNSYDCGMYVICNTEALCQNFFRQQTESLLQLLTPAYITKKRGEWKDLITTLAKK
SENP8 block-2 – SENP8 protease inhibitors, primary screen, biochemical, luminescence | Sentrin-specific protease 8 (Homo sapiens), Q96LD8 | purified SENP8, Z-RLRGG-aminoluciferin cleavage | inhibition, % at 10 µM | actives 1.2% (n = 330,000) | AID 2540, 2010; in the data active = inhibition above about 50%
NLRP3 yeast inh – NALP3 inflammasome inhibitors in reconstituted yeast, primary screen, luminescence, uHTS. actives 0.39% (n = 330,000). inhibition, % at 10 µM. Yeast reconstituted NLRP3/ASC/caspase-1, beta-gal luminescence, 24 h. AID 2825, 2010;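 active = inhibition of 50% or more; inactive = inhibition below 50%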;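 also: plate controls were induced DMSO wells for no effect and uninduced yeast grown without galactose for full effect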
SENP1 FRET inh – human SENP1 catalytic domain inhibitors, primary screen, biochemical, FRET, uHTS; Sentrin-specific protease 1 (Homo sapiens), Q9P0U3; recombinant SENP1 catalytic domain, CyPet-SUMO1-YPet FRET cleavage; AID 624204, 2012; inhibition, % at 10 µM; actives 0.21% (n = 360,000);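 active = inhibition at least 30% at 10 µM, raw YFP signal under a set limit, fluorescence ratio 0.5 to 1.5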;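 also: 0% = enzyme with DMSO and 100% = no enzyme wells; some results filed as inactive read as strong as hits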
Target sequence (Q9P0U3 419-644 limits assumed): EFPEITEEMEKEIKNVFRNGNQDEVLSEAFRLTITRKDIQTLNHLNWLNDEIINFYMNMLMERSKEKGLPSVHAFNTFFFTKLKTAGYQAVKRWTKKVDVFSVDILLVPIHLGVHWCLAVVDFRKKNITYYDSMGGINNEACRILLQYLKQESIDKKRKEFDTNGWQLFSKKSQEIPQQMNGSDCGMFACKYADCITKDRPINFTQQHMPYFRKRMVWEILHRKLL
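System: Recombinant human SENP1 catalytic domain, His6-tagged | Incubation: Enzyme reaction for 50 min at room temperature, dark | Medium: Tris pH 8 with BME, BSA, NP40 and catalase | Also added: 25 nM SUMO1 FRET substrate | Compound: 10 µM single point, 0.5% DMSO | Measured by: FRET fluorescence in CFP and YFP emission channels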
SENP7 block – SENP7 protease inhibitors, primary screen, biochemical, luminescence, uHTS | inhibition, % at 5 µM | Sentrin-specific protease 7 (Homo sapiens), Q9BQF6 | AID 434973, 2010 | actives 1.5% (n = 330,000) | recombinant SENP7, Z-RLRGG-aminoluciferin luminescence, 40 min;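 active = inhibition above about 50% at the single test dose, limit read from the data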;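 also: plate controls were DMSO with enzyme for no effect and no enzyme buffer wells for full effect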
HKDC1 inhibitor – HKDC1 hexokinase inhibitors, primary screen, biochemical, fluorescence, uHTS; Q2TB90; recombinant HKDC1, G6PDH/diaphorase resazurin coupled fluorescence; inhibition, % at 20 µM; actives 0.16% (n = 340,000); AID 493160, 2011;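 active = inhibition above about 35% when tested at 20 µM, limit read from the data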;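 also: plate controls were DMSO wells with enzyme for no effect and DMSO wells lacking enzyme for full effect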
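Incubation: 90 min at room temperature in dark / Material: recombinant HKDC1 (HK5) hexokinase enzyme, produced in-house / Quantity: enzyme 5 µg/mL final / Compound: one dose of 20 µM, 1% DMSO / Reagent: glucose and ATP substrates / Buffer or medium: Tris pH 8.0 buffer with MgCl2, Tween-20, BSA, BME / Technique: resorufin fluorescence at 613 nm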
The depositor's hits bear a star. Compounds as they come. Share with any hit: about 4.1%.

For CCc1ccc(-c2nc3ccc(Br)cc3c(C(=O)O)c2C)s1 the results were SENP6 inh 9, Apaf-1 inh 0, PfGluPho inh -7, SENP8 block-1 -285, SENP8 block-2 -14, NLRP3 yeast inh 6, SENP1 FRET inh -4, SENP7 block -7 and HKDC1 inhibitor 6.
For COC(=O)c1ccccc1S(=O)(=O)N1CCC(C(=O)OC(C)C(=O)NC(N)=O)CC1 (stereo unspecified) the results were SENP6 inh 0, Apaf-1 inh -19, PfGluPho inh -25, SENP8 block-1 9, SENP8 block-2 5, NLRP3 yeast inh 14, SENP1 FRET inh 1, SENP7 block 0 and HKDC1 inhibitor -6.
COc1ccc(NC(=O)C2OCCc3ccccc32)c(OC)c1 (stereo unspecified) was read as SENP6 inh 7, Apaf-1 inh 10, PfGluPho inh 4, SENP8 block-1 20, SENP8 block-2 -13, NLRP3 yeast inh 14, SENP1 FRET inh 3, SENP7 block -9 and HKDC1 inhibitor 3.
Cc1cc(C)n2nc(SCC(=O)N3CCOCC3)nc2n1 was read as SENP6 inh -21, Apaf-1 inh 7, PfGluPho inh 0, SENP8 block-1 5, SENP8 block-2 -10, NLRP3 yeast inh 23, SENP1 FRET inh 3, SENP7 block 7 and HKDC1 inhibitor -5.
Screening O=c1c(C=NCC2CCCO2)c(-c2ccccc2)[nH]n1-c1ccc([N+](=O)[O-])cc1 (stereo unspecified) returned SENP6 inh -3, Apaf-1 inh 6, PfGluPho inh 13, SENP8 block-1 25, SENP8 block-2 5, NLRP3 yeast inh 27, SENP1 FRET inh 7, SENP7 block 13 and HKDC1 inhibitor -2.
For CCc1nc(NCCN2CCOCC2)c(C#N)c2c1CCCC2 the results were SENP6 inh 2, Apaf-1 inh 8, PfGluPho inh -5, SENP8 block-1 -315, SENP8 block-2 -5, NLRP3 yeast inh 3, SENP1 FRET inh 2, SENP7 block 3 and HKDC1 inhibitor -2.
FC(F)(F)c1ccccc1CN1CCCC(N2CCN(c3ccccc3)CC2)C1 (stereo unspecified) was read as SENP6 inh 10, Apaf-1 inh 7, PfGluPho inh 0, SENP8 block-1 16, SENP8 block-2 -7, NLRP3 yeast inh 27, SENP1 FRET inh 3, SENP7 block -15 and HKDC1 inhibitor 6.
`CCOc1ccc(N(CC(=O)NCCSc2ccccn2)S(C)(=O)=O)cc1` gave SENP6 inh 1, Apaf-1 inh -9, PfGluPho inh -19, SENP8 block-1 16, SENP8 block-2 1, NLRP3 yeast inh -1, SENP1 FRET inh 2, SENP7 block -1 and HKDC1 inhibitor -9.
For OC(CCN1CCCCC1)(c1ccccc1)C1CCCCC1 (stereo unspecified) the results were SENP6 inh -2, Apaf-1 inh -1, PfGluPho inh 1, SENP8 block-1 3, SENP8 block-2 3, NLRP3 yeast inh 20, SENP1 FRET inh -2, SENP7 block 5 and HKDC1 inhibitor -2.
CCOC(=O)C1=NNC2(c3ccc(C)cc3)C(=O)N(c3ccccc3)C(=O)C12 (stereo unspecified) was read as SENP6 inh -14, Apaf-1 inh 0, PfGluPho inh -9, SENP8 block-1 14, SENP8 block-2 -6, NLRP3 yeast inh 5, SENP1 FRET inh 2, SENP7 block 5 and HKDC1 inhibitor -7.
For CC(C)(C)NS(=O)(=O)c1cc(C(=O)Nc2sccc2C#N)ccc1Cl the results were SENP6 inh 10, Apaf-1 inh 9, PfGluPho inh -19, SENP8 block-1 17, SENP8 block-2 2, NLRP3 yeast inh 0, SENP1 FRET inh 4, SENP7 block 10 and HKDC1 inhibitor 7.
For Cc1ccc(-c2nc3ncccc3o2)cc1NC(=O)c1ccc([N+](=O)[O-])o1 the results were SENP6 inh -2, Apaf-1 inh -1, PfGluPho inh 7, SENP8 block-1 22, SENP8 block-2 4, NLRP3 yeast inh 16, SENP1 FRET inh 0, SENP7 block -5 and HKDC1 inhibitor 0.
For Cc1ccc(NC(=O)c2cccs2)cc1NC(=O)c1ccco1 the results were SENP6 inh 8, Apaf-1 inh -3, PfGluPho inh 19, SENP8 block-1 8, SENP8 block-2 2, NLRP3 yeast inh 9, SENP1 FRET inh 0, SENP7 block 7 and HKDC1 inhibitor -3.
Screening CCCCN1CC[C@H]2C=CC[C@@H](C(=O)N3CCN(c4ccccc4)CC3)[C@H]2C1=O returned SENP6 inh -13, Apaf-1 inh 5, PfGluPho inh -1, SENP8 block-1 8, SENP8 block-2 1, NLRP3 yeast inh 2, SENP1 FRET inh 0, SENP7 block 4 and HKDC1 inhibitor 4.
For CCCc1nnc(SCC(=O)Nc2cccc(Cl)c2Cl)o1 the results were SENP6 inh 0, Apaf-1 inh 9, PfGluPho inh 12, SENP8 block-1 7, SENP8 block-2 7, NLRP3 yeast inh 9, SENP1 FRET inh -1, SENP7 block 5 and HKDC1 inhibitor 0.
Cc1cc(C)cc(NC(=S)Nc2ccc3cn[nH]c3c2)c1 was read as SENP6 inh 11, Apaf-1 inh 12, PfGluPho inh 3, SENP8 block-1 -22, SENP8 block-2 6, NLRP3 yeast inh 26, SENP1 FRET inh -7, SENP7 block 6 and HKDC1 inhibitor 8.
For CCOC(=O)c1cc(NC(=O)c2ccc(C)cc2)c(=O)oc1C(F)(F)F the results were SENP6 inh -6, Apaf-1 inh -8, PfGluPho inh -10, SENP8 block-1 1, SENP8 block-2 -2, NLRP3 yeast inh -7, SENP1 FRET inh 0, SENP7 block 14 and HKDC1 inhibitor -7.
For COCCCNc1nc2c(c(=O)n(Cc3cccc(Br)c3)c(=O)n2C)n1C the results were SENP6 inh 7, Apaf-1 inh 1, PfGluPho inh -7, SENP8 block-1 8, SENP8 block-2 -1, NLRP3 yeast inh 18, SENP1 FRET inh -1, SENP7 block -7 and HKDC1 inhibitor 0.
`O=C(CCC1CCCC1)NCCCNC(=O)CCC1CCCC1` gave SENP6 inh 22, Apaf-1 inh -30, PfGluPho inh -10, SENP8 block-1 3, SENP8 block-2 9, NLRP3 yeast inh 15, SENP1 FRET inh -1, SENP7 block 4 and HKDC1 inhibitor -2.
Screening CC(=O)Nc1cccc(NC(=O)CN2c3cccc4cccc(c34)S2(=O)=O)c1 returned SENP6 inh 4, Apaf-1 inh -6, PfGluPho inh 12, SENP8 block-1 inactive, SENP8 block-2 9, NLRP3 yeast inh 9, SENP1 FRET inh -3, SENP7 block 4 and HKDC1 inhibitor 13.
`Cn1c(/C=N/Nc2nc3ccccc3[nH]2)nc2ccccc21` gave SENP6 inh 83*, Apaf-1 inh 14, PfGluPho inh -1, SENP8 block-1 16, SENP8 block-2 60*, NLRP3 yeast inh 51*, SENP1 FRET inh 0, SENP7 block 74* and HKDC1 inhibitor -7.
Screening Fc1ccccc1CNc1ccc(Cl)c(Cl)c1 returned SENP6 inh 3, Apaf-1 inh 4, PfGluPho inh 7, SENP8 block-1 10, SENP8 block-2 -14, NLRP3 yeast inh 19, SENP1 FRET inh 3, SENP7 block 6 and HKDC1 inhibitor 6.
CCn1c(C)c(C)c2cc(C(=O)N3CCN(c4ccccc4)CC3)ccc21 was read as SENP6 inh -17, Apaf-1 inh 23, PfGluPho inh -1, SENP8 block-1 -10, SENP8 block-2 3, NLRP3 yeast inh 10, SENP1 FRET inh -4, SENP7 block 24 and HKDC1 inhibitor -1.
Screening Cc1cc(OCC(=O)OCC(=O)Nc2cc(C(F)(F)F)ccc2N2CCOCC2)ccc1Cl returned SENP6 inh 5, Apaf-1 inh 27, PfGluPho inh -14, SENP8 block-1 19, SENP8 block-2 -4, NLRP3 yeast inh 15, SENP1 FRET inh 3, SENP7 block 10 and HKDC1 inhibitor -1.
`Cc1[nH]c(=O)[nH]c(=O)c1/C=N/NC(=O)[C@@H](NC(=O)OC(C)(C)C)C(C)C` gave SENP6 inh -10, Apaf-1 inh -4, PfGluPho inh 0, SENP8 block-1 -3, SENP8 block-2 6, NLRP3 yeast inh 10, SENP1 FRET inh 4, SENP7 block 2 and HKDC1 inhibitor -1.
Screening CCOc1ccc(CN2CCCC(CNC(=O)c3ccc(F)cc3)C2)cc1CO (stereo unspecified) returned SENP6 inh -14, Apaf-1 inh 0, PfGluPho inh -1, SENP8 block-1 8, SENP8 block-2 -7, NLRP3 yeast inh 12, SENP1 FRET inh -1, SENP7 block -7 and HKDC1 inhibitor -3.
Screening CC(=O)[C@H]1CC[C@H]2[C@@H]3CC=C4C[C@@H](O)CC[C@]4(C)[C@H]3CC[C@]12C returned SENP6 inh -8, Apaf-1 inh -7, PfGluPho inh 7, SENP8 block-1 38, SENP8 block-2 0, NLRP3 yeast inh 47, SENP1 FRET inh 1, SENP7 block -4 and HKDC1 inhibitor -3.
For O=[N+]([O-])c1cc(C(F)(F)F)ccc1NCCCCNS(=O)(=O)c1ccc2ccccc2c1 the results were SENP6 inh -1, Apaf-1 inh 11, PfGluPho inh 7, SENP8 block-1 16, SENP8 block-2 -2, NLRP3 yeast inh 7, SENP1 FRET inh 2, SENP7 block -7 and HKDC1 inhibitor -4.
Screening CCCc1nc(SCC(=O)N2CCC(C)CC2)c2c(=O)n(C)c(=O)n(C)c2n1 returned SENP6 inh -15, Apaf-1 inh 11, PfGluPho inh 7, SENP8 block-1 17, SENP8 block-2 4, NLRP3 yeast inh -7, SENP1 FRET inh 2, SENP7 block 2 and HKDC1 inhibitor -5.
For COC(=O)[C@H](CC(C)C)NC(=O)c1cc2c(cn1)[nH]c1ccccc12 the results were SENP6 inh -6, Apaf-1 inh 7, PfGluPho inh 40, SENP8 block-1 -72, SENP8 block-2 -6, NLRP3 yeast inh 9, SENP1 FRET inh -2, SENP7 block -2 and HKDC1 inhibitor 2.
For O=C(CNS(=O)(=O)c1cccs1)N1CCCCC1 the results were SENP6 inh -16, Apaf-1 inh 6, PfGluPho inh -16, SENP8 block-1 10, SENP8 block-2 -5, NLRP3 yeast inh 6, SENP1 FRET inh -1, SENP7 block -1 and HKDC1 inhibitor -7.
For O=C(C1Cc2ccccc2CN1S(=O)(=O)c1ccc(F)cc1)N1CCOCC1 (stereo unspecified) the results were SENP6 inh -18, Apaf-1 inh -16, PfGluPho inh 0, SENP8 block-1 27, SENP8 block-2 -5, NLRP3 yeast inh 7, SENP1 FRET inh 0, SENP7 block -6 and HKDC1 inhibitor -8.
